# Source: PubChem
# All columns: NCI-60 one-dose screen, growth in % after 48 h at 10 µM unless noted; 100 = growth as untreated, 0 = no growth, -100 = all killed.
# HCT-116 – HCT-116 colon cancer. actives 7.3% (n = 82,000). AID 1794798
# KM12 – KM12 colon cancer cells; actives 5% (n = 82,000); AID 1794800
# SW-620 – SW-620 colon cancer; actives 5.2% (n = 82,000)
# SNB-19 – SNB-19 CNS cancer cells. actives 2.5% (n = 81,000)
# SF-539 – SF-539 CNS cancer | AID 1794752 | actives 6.8% (n = 81,000)
# SF-295 – SF-295 CNS cancer cells; actives 5.6% (n = 79,000); AID 1794758
# HCT-15 – HCT-15 colon cancer; actives 5.2% (n = 82,000); AID 1794746
# SNB-75 – SNB-75 CNS cancer; AID 1794750; actives 5% (n = 79,000)
# HCC-2998 – HCC-2998 colon cancer; actives 4.7% (n = 79,000); AID 1794799
# * = called active by the depositor; · = not tested or not shown; & = joins results of further samples. How the source made its calls: active means growth percent below 10; inactive means the rest.
# Sample of the layout (2 entries):
SMILES,HCT-116,KM12,SW-620,SNB-19,SF-539,SF-295,HCT-15,SNB-75,HCC-2998
CCc1cc(CC)c(C(=O)O)c(CC)c1,99,103,116,105,92,111,109,96,100
O=C(NN1C(=O)/C(=C/C=C/c2ccc([N+](=O)[O-])o2)SC1=S)c1ccncc1,-42*,-94*,-70*,-97*,-100*,-83*,-79*,-39*,-96*

# Main list, from the first entry:
SMILES,HCT-116,KM12,SW-620,SNB-19,SF-539,SF-295,HCT-15,SNB-75,HCC-2998
CCc1cc(CC)c(C(=O)O)c(CC)c1,99,103,116,105,92,111,109,96,100
O=C(NN1C(=O)/C(=C/C=C/c2ccc([N+](=O)[O-])o2)SC1=S)c1ccncc1,-42*,-94*,-70*,-97*,-100*,-83*,-79*,-39*,-96*
COc1cccc(/C=N/NC(N)=S)c1OC,103,106,102,108,103,103,100,93,112
CCOC(=O)C(CC(=O)c1ccc2c(c1)OCO2)Cc1cc(OC)c(OC)c(OC)c1 (stereo not given),98,100,81,108,100,103,99,93,96
C=C1C(=O)O[C@H]2[C@H]1CC/C(CNC(=O)/C1=C/CC[C@@]3(C)O[C@H]3[C@H]3OC(=O)C(=C)[C@@H]3CC1)=C\CC[C@@]1(C)O[C@@H]21,82,102,77,98,96,98,94,86,105
C=C(C)[C@@H]1CC[C@]2(COS(=O)(=O)c3ccc(C)cc3)CC[C@]3(C)[C@H](CC[C@@H]4[C@@](C)(CCCN)[C@H](C(=C)C)CC[C@]43C)[C@@H]12,81,90,92,90,98,96,85,86,107
CCOC(=O)CCCn1c(C)c(C)c2c1N=C(SC)N1CC(=O)N=C21,111,154,110,108,95,113,108,90,129
COC(=O)c1ccc2oc(NC(=O)c3ccc(Nc4ccc(Cl)c(Cl)c4)c([N+](=O)[O-])c3)nc2c1,81,74,87,94,103,92,71,80,101
CN1CCN(c2ccc(C(=O)Nc3cccc(-c4cn(-c5ccc(S(N)(=O)=O)cc5)nn4)c3)cc2C(F)(F)F)CC1,71,59,50,87,46,90,41,65,88
N#Cc1nc(-c2ccccc2)oc1N1CCN(c2ccc(F)cc2)CC1,105,100,101,93,106,99,105,105,105
Cc1[nH]c(C2CC(c3ccc(C(F)(F)F)c(F)c3)=NN2c2ccccc2)c(C)c1C(=O)NCC(F)(F)F (stereo not given),82,88,99,86,94,87,76,82,96
CCOC(=O)c1sc2ncnc(Nc3ccc(OCc4ccc(Cl)cc4)cc3)c2c1C,83,89,101,80,93,85,92,99,·
O/N=C/c1ccc(Cl)cc1Cl,107,106,·,100,114,104,110,98,106
CCCCNNC(=O)c1ccc(-c2cccc(F)c2F)cc1,14,45,21,55,41,28,55,81,38
Cc1ccc(C)c2c1CCC2=O,93,100,93,93,96,92,100,86,97
COc1cc(C2CC(c3ccc(C)cc3)=NN2C=O)ccc1Oc1ccnc2cc(Cl)ccc12 (stereo not given),47,104,102,30,4.7*,1.8*,97,-36*,70
Cc1ccc(S(=O)(=O)Nc2ccc(OCc3nnc(-c4ccc(Cl)cc4)o3)c(F)c2)cc1,84,86,99,90,77,91,80,73,102
COc1cc(NCCCN(CC(C)C)C2CCCC2)c2ncccc2c1,38,93,41,85,89,87,64,71,92
CC1(C)CC[C@]2(C(=O)Nc3ccccn3)CC[C@]3(C)C(=CC[C@@H]4[C@@]5(C)Cc6c([nH]c7ccccc67)C(C)(C)[C@@H]5CC[C@]43C)[C@@H]2C1,68,97,104,98,102,96,101,94,107
CSc1nc2sc3cc(Cl)c(Cl)cc3n2c(=N)c1C#N,100,99,98,100,91,99,104,69,106
O=C(O)CCCCCN1C(=O)/C(=C/c2ccc(O)c(O)c2)SC1=S,105,105,111,96,96,99,101,95,115
N#C/C(=C\c1cccs1)C(=O)Nc1ncc(Cc2ccc(Cl)cc2)s1,90,75,90,94,92,95,62,88,98
COc1cc2oc(-c3cccc(C(=O)N[C@@H](C)C(=O)OC(C)(C)C)c3)cc(=O)c2c(OC)c1OC,50,66,78,77,91,60,41,91,103
c1ccc2sc(SCN3CCN(CSc4nc5ccccc5s4)CC3)nc2c1,103,125,99,105,100,101,107,84,119
O=C(O)CCNC(=O)C1CCC(=O)CC1,102,103,102,103,101,102,107,101,103
CC1(C)CC(=O)C(Cn2c(-c3ccccc3)nc3ccccc32)C(=O)C1,107,102,104,90,97,103,101,74,109
COC(=O)[C@@H]1CCc2c(SC)c(-c3ccccc3)c(O)c(=O)n21,110,101,106,101,97,104,112,97,102
NCC[C@@H](O)C(=O)N[C@@H]1C[C@H](N)[C@@H](O[C@H]2O[C@H](CN)[C@@H](O)[C@H](O)[C@H]2O)[C@H](O)[C@H]1O[C@H]1O[C@H](CO)[C@@H](O)[C@H](N)C1O (stereo not given in full),106,101,107,96,115,100,116,74,106
COc1cc(-c2nc3ccc(C)cc3[nH]2)ccc1OCC(=O)N=Nc1c(O)[nH]c2ccc(Cl)cc12,-35*,-40*,-59*,3.4*,-80*,-7.5*,59,-42*,-33*
CCOc1ccc(/C=C2/C(=O)N=C(NC(C)=O)N2C)cc1,113,103,105,107,104,104,101,94,115
N#CC1c2ccccc2C=CN1C(=O)CCCl (stereo not given),84,86,56,107,104,·,85,76,110
O=C(O)c1ccc(-n2cc(CNc3cc(Br)cc(C(F)(F)F)c3)c(-c3ccc(F)cc3)n2)cc1,46,69,100,84,89,63,60,89,107
Cn1c(=O)c2nc(CCC(=O)Nc3ccccc3)c(=O)[nH]c2n(C)c1=S,103,102,105,99,104,103,105,97,104
CC(=O)c1nc2ccccc2n1CCN=C(N)N,106,109,109,99,105,108,112,79,107
CN(C)c1cccc2c(S(=O)(=O)Nc3ccc4nc(N)sc4c3)cccc12,59,73,75,64,82,34,95,59,96
FC(F)(F)c1ccc(Nc2nc(Nc3cnc4ccccc4c3)c3[nH]cnc3n2)cc1,78,91,94,80,·,97,98,63,99
COc1ccc(-c2nnc(CSc3nc(-c4ccc(Cl)cc4)c(C#N)c(=O)[nH]3)o2)cc1,86,93,100,93,96,92,97,102,112
COC(=O)C(=O)C1CCc2c(Cl)cc(OC)c(OC)c2C1=O (stereo not given),108,97,97,93,95,104,96,92,108
Cc1nn(-c2ccc(S(N)(=O)=O)cc2)c(C)c1N=Nc1ccc2oc(=O)ccc2c1,91,86,95,88,84,93,77,67,102
COc1ccc([N+](=O)[O-])cc1C(=O)Nc1cccc(-c2cc(=O)c3c(OC)c(OC)c(OC)cc3o2)c1,91,96,113,96,93,91,82,92,103
CN1C(=O)C(=Cc2ccc(OCC(=O)N3CCCCC3)cc2)C(=O)N(C)C1=O,104,113,100,103,101,101,105,102,116
O=C1/C(=C/c2ccc(Br)cc2)C=C(c2ccccc2)N1CCc1ccccc1,23,88,70,7.0*,36,-26*,70,-34*,70
NNC(=O)CCCCCC(=O)NN,99,104,101,106,103,102,107,88,111
Cn1cnc2c1c(=O)n(CC(=O)Nc1ccc(F)cc1)c(=O)n2C,94,100,101,98,101,105,105,85,106
CN1CCN(c2ccc3c4c(cccc24)C(=O)N(c2cccc(-c4nn(-c5ccccc5)cc4-c4nc5ccccc5s4)c2)C3=O)CC1,79,74,93,83,82,112,10,82,79
c1ccc(-c2oc(-c3ccccc3)c3ccccc23)cc1,108,105,109,105,104,102,108,110,107
COc1cc2ncnc(Sc3nnc(NC(=O)c4ccccc4F)s3)c2cc1OC,88,85,102,90,89,91,90,91,91
C=CCOC(=O)c1cccc(C(=O)OCC=C)c1,103,103,104,109,108,111,99,105,115
COc1ccc(/C=C\C(=O)c2ccc(Cl)cc2)cc1OC,67,95,81,95,95,96,90,88,110
COc1cc(C2CC(c3cc(OC)c(OC)c(OC)c3)=NN2c2ccccc2)ccc1OCc1ccc(C)cc1 (stereo not given),81,97,94,92,96,108,86,84,110
CCn1c(O)c(C=Nc2ccccc2)s/c1=N/Nc1nc(-c2ccccc2)cs1,100,81,97,105,102,104,97,87,61
NC(=S)N/N=C\c1c[nH]c2nccnc12,105,108,109,115,101,97,101,85,116
O=C1CCCCC1c1ccccc1 (stereo not given),87,103,107,100,101,102,104,89,107
CC(c1ccccn1)C(C)(O)C(C)c1ccccn1 (stereo not given),108,105,112,99,100,107,97,100,104
COC(=O)/C=C1/S/C(=N/NC(=O)COc2cc(=O)n(C)c3ccccc23)N(c2ccccc2)C1=O,99,104,102,101,97,105,100,91,98
CC(=O)c1sc(/N=C2\NC(=O)/C(=C/c3cccnc3)S2)nc1C,104,102,114,102,97,106,108,99,100
O=C(CC(=O)C(F)(F)F)c1cc2ccccc2s1,59,80,100,93,87,60,65,87,72
CCN(CC)CCO/N=C1\CC(c2ccc(OC)c(OC)c2)Oc2ccccc21 (stereo not given),84,103,90,98,95,98,89,68,109
CCOC(=O)CC(=O)c1ccccc1,110&111,104&108,111&105,110&104,102&94,112&100,109&106,107&92,93&106
COc1cc2oc(-c3ccc(NC(=O)c4ccc(Cl)cc4)cc3)cc(=O)c2c(OC)c1OC,90,96,91,75,89,93,88,76,108

# (listing goes on)
SMILES,HCT-116,KM12,SW-620,SNB-19,SF-539,SF-295,HCT-15,SNB-75,HCC-2998
COc1cccc(/C=C/C(=O)c2cccc(Nc3nc(Nc4ccccc4)nc(Nc4ccccc4)n3)c2)c1,13,63,40,102,96,71,73,72,22
Clc1ccc(CSc2cnnc3ccccc23)cc1Cl,77,86,86,84,84,100,70,88,84
O=Cc1ccc(Cl)c2ccccc12,108,107,100,102,97,101,100,96,94
O=C(O)CC1CC(c2ccc(-c3noc(=O)[nH]3)cc2)=NO1 (stereo not given),87,105,99,96,100,98,102,88,97
CCC(C)NC(=O)c1ccc(C(C)C)cc1 (stereo not given),98,101,105,102,105,104,109,97,105
O=[N+]([O-])c1ccc(Oc2ccccc2)cc1,106&98,105&101,94&96,114&97,98&104,121&95,104&123,·,105&102
OC(CN1CCCC1)c1ccccc1 (stereo not given),106,100,103,103,95,110,99,87,94

# Record cards, as listed above. Order of values: HCT-116	KM12	SW-620	SNB-19	SF-539	SF-295	HCT-15	SNB-75	HCC-2998
# OC(CN1CCCC1)c1ccccc1 (stereo not given) as listed: 106	100	103	103	95	110	99	87	94
# CCC(C)NC(=O)c1ccc(C(C)C)cc1 (stereo not given) as listed: 98	101	105	102	105	104	109	97	105
# O=[N+]([O-])c1ccc(Oc2ccccc2)cc1 as listed: 106&98	105&101	94&96	114&97	98&104	121&95	104&123	·	105&102
# Clc1ccc(CSc2cnnc3ccccc23)cc1Cl as listed: 77	86	86	84	84	100	70	88	84
# COc1cccc(/C=C/C(=O)c2cccc(Nc3nc(Nc4ccccc4)nc(Nc4ccccc4)n3)c2)c1 as listed: 13	63	40	102	96	71	73	72	22
